CRFBP-R2 block – CRF-BP/CRF-R2 complex antagonism | HEK293 CRF-R2/CRF-BP, CRF-induced calcium fluorescence | inhibition, % at 11.8 µM | actives 0.59% (n = 350,000) | AID 588475;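 active = inhibition of the ligand-induced calcium signal above about 50% at the single tested concentration, limit read from the data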
MEKK3 PB1 HTS – raises or lowers MEK5 binding to the human MEKK3 PB1 domain | Q99759 | bead-based flow cytometry, Alexa488-MEK5 binding to MEKK3; actives lie on both sides; 0 = blocked by unlabeled MEK5, 100 = vehicle | binding response (% of control), % at 10 µM | actives 1.4% (n = 290,000) | AID 1529;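 active = binding response more than 3 SD above or below the average of its plate-row segment, actives on both sides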;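 note: Alexa488 bead fluorescence after subtracting the streptavidin-only scavenger bead signal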
Target sequence (Q99759 whole entry, looked up, the tested form may be a part): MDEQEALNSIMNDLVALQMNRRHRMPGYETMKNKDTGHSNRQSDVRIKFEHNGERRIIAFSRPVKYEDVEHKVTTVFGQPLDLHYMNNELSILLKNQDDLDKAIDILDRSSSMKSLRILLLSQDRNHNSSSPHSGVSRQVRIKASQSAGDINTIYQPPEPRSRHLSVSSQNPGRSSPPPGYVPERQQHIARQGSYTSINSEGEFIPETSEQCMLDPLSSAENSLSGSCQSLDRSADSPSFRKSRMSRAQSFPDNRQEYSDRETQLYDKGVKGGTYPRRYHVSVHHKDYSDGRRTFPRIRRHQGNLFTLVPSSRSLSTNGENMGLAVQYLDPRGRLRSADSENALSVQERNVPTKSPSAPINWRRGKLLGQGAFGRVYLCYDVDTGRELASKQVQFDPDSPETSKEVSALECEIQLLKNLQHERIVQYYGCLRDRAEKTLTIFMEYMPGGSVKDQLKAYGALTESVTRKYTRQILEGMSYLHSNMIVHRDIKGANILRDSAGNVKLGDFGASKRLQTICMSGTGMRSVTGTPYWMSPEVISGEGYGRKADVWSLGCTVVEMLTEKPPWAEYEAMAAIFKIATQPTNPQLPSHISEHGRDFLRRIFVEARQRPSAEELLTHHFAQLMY
CRFBP-R2 agonist – CRF-BP/CRF-R2 complex agonism. HEK293 CRF-R2/CRF-BP, calcium dye fluorescence (FLIPR); percent of saturating CRF peptide response. activation, % at 13.2 µM. actives 0.46% (n = 350,000);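 active = activation of at least 50%, plus an integration ratio under a set limit after plate pattern correction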;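 note: plate controls were neutral control wells without compound for no effect and CRF at EC100 for full effect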
HCV NS3 hel inh – inhibitors of Hepatitis C virus NS3 helicase. NS3 helicase DNA unwinding, Cy5 molecular beacon fluorescence. inhibition, % at 10.9 µM. actives 0.56% (n = 290,000). AID 1800;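 active = inhibition above the mean of all tested compounds plus 3 SD, set per campaign, cut at about 35% in these data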;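 note: 0% = DMSO wells and 100% = thioflavine S control wells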
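Assay system: hepatitis C virus NS3 helicase domain fragment enzyme. Also added: annealed dual-labelled DNA beacon duplex, ATP-started. Timing: 1 h reaction at 25 °C, ATP-initiated. Technique: Cy5 fluorescence at 0 and 60 min, beacon hairpin quenching. Evaluation: % inhibition of unwinding. Replication: one well per compound.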
MEKK2mut PB1 HTS – signal of MEK5 binding to mutant human MEKK2 PB1 domain; bead flow cytometry, Alexa488-MEK5 binding to MEKK2 mutant; percent response, % at 10 µM; actives 0.35% (n = 290,000); in the data active = percent response above about 24%, passing the limit was not always enough; note: inactives centre near 1; some results filed as inactive read as strong as hits; reference of the scale not given here
FID counter – displaces DNA intercalator in HCV helicase counter-screen. DNA fluorescent intercalator displacement, fluorescence. inhibition, % at 7.9 µM. actives 0.17% (n = 290,000). AID 1845; in the data active = inhibition above about 37%;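 note: 0% = vehicle and 100% = reference compound; higher means more ethidium bromide displaced from hairpin DNA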
GalR3 antag – antagonists of human GalR3. HEK293 GalR3-CNG cAMP membrane potential fluorescence; galR3 body fused to GalR1 C-terminus. inhibition, % at 3 µM. actives 0.44% (n = 360,000). AID 651719;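 active = inhibition above the screen-wide average plus 3 SD, cut at about 13% in these data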;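 note: forskolin and galanin both at EC90 stimulate the cells; cAMP rise reported by CNG channel membrane potential dye signal; 0% = forskolin plus galanin with DMSO and 100% = forskolin alone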
Target sequence (O60755 1-299 limits assumed): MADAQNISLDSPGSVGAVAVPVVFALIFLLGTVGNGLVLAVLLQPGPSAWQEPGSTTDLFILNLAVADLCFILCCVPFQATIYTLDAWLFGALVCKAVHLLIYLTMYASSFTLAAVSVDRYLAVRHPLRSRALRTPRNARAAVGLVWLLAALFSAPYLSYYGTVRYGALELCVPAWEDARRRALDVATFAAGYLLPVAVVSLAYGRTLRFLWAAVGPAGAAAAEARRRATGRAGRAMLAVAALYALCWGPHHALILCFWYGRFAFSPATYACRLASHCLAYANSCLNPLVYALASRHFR
MEKK2 WT-MEK5 – raises or lowers MEK5 binding to wildtype human MEKK2 PB1 domain; actives 1.1% (n = 290,000); Q9Y2U5; binding response (% of control), % at 10 µM; bead flow cytometry, Alexa488-MEK5 binding to MEKK2 WT; actives lie on both sides; AID 1531; in the data active = binding response below about 67% or above about 130%
SUMO HTRF inh – blocks human SUMOylation mediated by UBC9 | actives 0.36% (n = 290,000) | P63279 | HTRF SUMOylation assay, SAE1/SAE2 + UBC9, in vitro | inhibition, % at 35 µM; in the data active = inhibition above about 50%, passing the limit was not always enough; note: strong numbers were not always called active
* = called active by the depositor; nt = not tested or not shown. An excerpt. The share of hits here may be higher or lower than overall.

Results follow in this order: CRFBP-R2 block, MEKK3 PB1 HTS, CRFBP-R2 agonist, HCV NS3 hel inh, MEKK2mut PB1 HTS, FID counter, GalR3 antag, MEKK2 WT-MEK5, SUMO HTRF inh
COCC(C)NC(=O)c1cc(S(=O)(=O)N2CCCCC2)ccc1N1CCOCC1 (centres undefined)
→ 1, 96, -0.1, 19, -1, -20, 0, 98, 1
CCOc1ccc(/C=N/NC(=O)CNC(=O)c2ccc(S(=O)(=O)N3CCOCC3)cc2)cc1
→ 16, 104, -1.7, -1, 0, -5, -7, 99, 8
COc1ccc(C(=O)Oc2ccc[nH]c2=O)cc1
→ 8, 100, -1.3, 2, 2, 5, -8, 96, 10
CSc1ccccc1NC(=O)CN(C)CC(=O)Nc1c(F)cccc1F
→ -3, 111, -3.0, -1, 5, 5, -4, 114, -2
CC1(C)Cc2c(cnn2-c2ccc(F)cc2)C(NC(=O)c2ccoc2)C1 (centres undefined)
→ 4, 106, 0.5, 1, 6, -34, -7, 104, -7
CCN1C(=O)c2ccccc2S(=O)(=O)c2ccc(C(=O)NCC(OC)OC)cc21
→ 3, 103, 1.4, 0, 7, -11, -8, 107, 7
CCOC(=O)NC(Nc1sc2c(c1C(=O)OC)CCN(C)C2)(C(F)(F)F)C(F)(F)F
→ -23, 97, 1.7, -2, 3, -1, -4, 100, 22
COc1ccc(S(=O)(=O)CCc2nnc(NC(C)=O)s2)cc1
→ 2, 103, -2.4, 16, 0, -5, -3, 100, 17
CSCCC(NS(=O)(=O)c1ccccc1F)C(=O)N1CCCCCC1 (centres undefined)
→ 5, 100, -2.2, 17, 1, -21, -8, 101, 5
Clc1cccc(Cl)c1CSc1nnc(-c2ccncc2)s1
→ -41, 103, 26, 2, 1, -9, -4, 104, -8
OC(CNc1ccccc1)COc1ccc(OCC(O)CNc2ccccc2)cc1 (centres undefined)
→ -5, 103, -0.4, -20, 6, -15, -4, 109, -2
CCOC(=O)CC1C(=O)NCCN1S(=O)(=O)c1ccc(NC(C)=O)cc1 (centres undefined)
→ 5, 102, 5.8, 5, 6, -3, -3, 106, 14
FC(F)(F)c1nnc2c(Sc3ccccc3)nc3ccc(Cl)cc3n12
→ -40, 104, 0.1, 9, 5, -3, -5, 107, 29
C/C(CCC12CC3CC(CC(C3)C1)C2)=N\NC(N)=S
→ -15, 106, -0.7, 5, 2, 0, -5, 99, 16
C[C@H](NC(=O)c1ccco1)C(=O)Nc1ccc(C#N)cc1
→ 1, 101, 0.1, 2, 7, -5, -10, 107, 12
Cc1sc2nc(-c3ccc(Br)cc3)oc(=O)c2c1C
→ -1, 99, 1.2, 14, 1, -5, nt, 100, -4
CC1CC(=O)N(CC(=O)Nc2ccc(F)cc2F)c2ccccc2S1(=O)=O (centres undefined)
→ -1, 102, 0.3, 2, 3, -9, 0, 106, -5
CC(NC(=O)C1CCC(CNS(=O)(=O)c2ccccc2)CC1)c1ccc2c(c1)OCCO2 (centres undefined)
→ nt, 101, nt, 3, -1, -20, nt, 102, 0
Cc1c(CCC(=O)O)c(=O)oc2cc(OCc3ccccc3F)ccc12
→ 6, 101, 0.0, 14, 4, -29, -11, 102, 13
CCC1(CC)N=C(c2ccccc2)C(=S)N1
→ -3, 105, 0.6, -20, -7, 2, -5, 102, -15

Carrying on.
Results follow in this order: CRFBP-R2 block, MEKK3 PB1 HTS, CRFBP-R2 agonist, HCV NS3 hel inh, MEKK2mut PB1 HTS, FID counter, GalR3 antag, MEKK2 WT-MEK5, SUMO HTRF inh
COc1ccc(C(=O)NNC(=O)CSc2nnc(C)n2CC2CCCO2)cc1 (centres undefined)
→ 5, 106, 0.3, 2, 3, -3, -8, 99, 17
COCC(=O)Nc1ccc(C(=O)Nc2ccccc2Cl)cc1
→ nt, 102, nt, -7, -2, -12, nt, 98, -3
CC(C)(C)C(=O)N1CCN(c2c(Cl)cccc2[N+](=O)[O-])CC1
→ 30, 105, -0.2, 8, 5, -4, -6, 99, 6
CCn1c(CSc2nnc(-c3ccc4c(c3)OCO4)o2)nc2cc(S(=O)(=O)N(C)C)ccc21
→ -19, 98, 2.7, -4, -4, -7, -4, 93, 8
C#CCSc1nc(C)cc(C(=O)OCC)c1C#N
→ 82*, 97, -5.9, 1, -3, -3, -5, 95, 2
CC(=O)Nc1cccc2c1C(=O)NC2=O
→ -3, 101, -0.9, 4, 3, 1, 3, 101, 21
Cc1noc(C)c1COc1ccc(C(=O)OCC(=O)NC2CCCCC2C)cc1 (centres undefined)
→ 15, 102, -1.3, -5, 3, -22, -6, 99, 2
CCOc1ccccc1OCCOCCOc1ccccc1[N+](=O)[O-]
→ 24, 94, -0.2, -6, 0, -15, -3, 101, -10
CC(=O)OCC(OC(C)=O)C(OC(C)=O)C(OC(C)=O)C(=O)Nc1ccc(C)cc1C (centres undefined)
→ 1, 101, -1.2, 2, 0, 0, -3, 95, 18
O=C(CO/N=C/c1cccc([N+](=O)[O-])c1)NC1CCCCC1
→ 8, 116, -2.2, 5, 2, -1, -1, 107, -13
CCOC(=O)/C(C#N)=C\C=C1C=CN(C)C=C1
→ -19, 106, 46, 0, 13, 10, -3, 108, -30
N#CCSc1ccsc1C(=O)Nc1ccc(F)cc1
→ -5, 90, -3.7, 4, -5, 0, -6, 93, 15
c1cnc(N2CCN(Cc3ccc4c(c3)OCO4)CC2)cn1
→ 16, 95, -4.0, -2, 0, -2, 0, 97, -3
COc1cc(C(=O)N2CCC(c3nc(-c4cccnc4)no3)CC2)cc(OC)c1OC
→ 0, 105, -0.8, -7, 7, -18, -1, 102, -7
Cc1ccc(-c2nn3c(C)nnc3c3ccccc23)cc1S(=O)(=O)NCCO
→ 5, 113, 3.3, 6, 4, -10, -4, 102, 8
Cc1cccc(N(C(=O)Nc2ccccc2)C2=NCC(C)S2)c1 (centres undefined)
→ 8, 105, -1.3, -3, 1, 1, 0, 102, -2
COc1ccc2c(c1)O[C@H](c1ccc3c(c1)OCO3)[C@@H](O)C2=O
→ 10, 88, -1.6, 22, 7, -13, nt, 88, -11
Cc1ccccc1CN1CCCC(C(=O)Nc2ccccc2Oc2cccnc2)C1 (centres undefined)
→ -11, 98, -0.3, 6, 6, 0, -11, 100, 3
CN(C)S(=O)(=O)c1cccc(C(=O)OCC(=O)Nc2sccc2C#N)c1
→ 0, nt, 10, 0, nt, -6, nt, nt, -2
CC(NC(=O)c1cc2c(=O)n(C)c3ccccc3c2n1C)c1ccc2c(c1)OCCO2 (centres undefined)
→ 18, 100, 1.7, 4, -1, -1, 2, 98, nt

Filtered by structure: those above with a CF3 group
Results follow in this order: CRFBP-R2 block, MEKK3 PB1 HTS, CRFBP-R2 agonist, HCV NS3 hel inh, MEKK2mut PB1 HTS, FID counter, GalR3 antag, MEKK2 WT-MEK5, SUMO HTRF inh
CCOC(=O)NC(Nc1sc2c(c1C(=O)OC)CCN(C)C2)(C(F)(F)F)C(F)(F)F
→ -23, 97, 1.7, -2, 3, -1, -4, 100, 22
FC(F)(F)c1nnc2c(Sc3ccccc3)nc3ccc(Cl)cc3n12
→ -40, 104, 0.1, 9, 5, -3, -5, 107, 29

More structures:
Results follow in this order: CRFBP-R2 block, MEKK3 PB1 HTS, CRFBP-R2 agonist, HCV NS3 hel inh, MEKK2mut PB1 HTS, FID counter, GalR3 antag, MEKK2 WT-MEK5, SUMO HTRF inh
CCc1ccc(C2C(C(C)=O)=C(C(=O)OC)Nc3nnnn32)cc1 (centres undefined)
→ 22, 99, 0.5, 1, -1, -6, -5, 98, 10
CCCc1[nH]nc2c1C1(C(=O)N(CC)c3ccccc31)C(C#N)=C(N)O2 (centres undefined)
→ -56, 96, 0.6, 4, 2, -14, nt, 100, -14
CCOC(=O)c1c(-c2ccccc2)oc2ccc(OCC(=O)NN)cc12
→ -3, 108, -2.4, -1, 6, -22, -7, 115, 21
COc1ccc(S(=O)(=O)N(CC(=O)N2CCOCC2)Cc2ccccc2)cc1C
→ -15, 96, 0.2, 4, 6, -25, -5, 98, -4
CC(C)CNC(=O)COC(=O)CNC(=O)c1cc(Cl)cc([N+](=O)[O-])c1
→ 11, 149*, -0.7, 9, 0, -9, 4, 105, 6
CC(=O)Oc1ccc(C)cc1-n1nc2ccccc2n1
→ -11, 93, -1.2, -14, -1, -10, -1, 97, 2
CCCCNC(=O)c1cc2c(=O)n3cccc(C)c3nc2n(Cc2ccncc2)c1=N
→ 24, 100, 0.4, 0, 5, -2, -7, 100, -2
COC(=O)c1cc(OC)c(OC)cc1NC(=O)Cc1ccccc1[N+](=O)[O-]
→ 7, 103, -1.1, -4, 5, -13, 6, 107, -4
Cc1nnc(N/N=C/c2ccc(O)c([N+](=O)[O-])c2)[nH]c1=O
→ 37, 104, -2.3, 7, -1, -2, 3, 99, -12
O=c1ccc(C(F)(F)F)cn1Cc1cc(=O)n2ccsc2n1
→ 0, 101, -0.5, -6, -9, -2, -2, 92, 8
O=[N+]([O-])c1ccccc1S(=O)(=O)Nc1ncccn1
→ 14, 108, -0.7, 8, 11, -3, -1, 106, 14
COC(=O)C1=C(C(=O)OC)[C@@H]2Nc3ccccc3[C@@]23C[C@@H](C(=O)OC)N(C(=O)C2CCC2)C3=N1
→ -6, 102, 19, nt, 0, nt, 2, 98, nt
Cc1ccc(-n2nc(C)c3c(-c4cccs4)c(C#N)c(N)nc32)cc1
→ -24, 101, -0.6, 2, -1, -3, -4, 90, 8
CC1CCCCN1CCCNC(=O)C1CCN(c2nc3ccccc3o2)CC1 (centres undefined)
→ 13, 108, -0.9, -3, 12, 11, 1, 106, 10
CCc1ccc(C(c2c(C)nn(-c3ccccc3)c2N)c2c(C)nn(-c3ccccc3)c2N)cc1
→ 6, 97, 0.8, 1, 0, -40, -7, 96, -20
CCN(CC)c1nc(N)nc(NS(=O)(=O)c2ccc(Cl)cc2)n1
→ 24, 103, -1.1, 1, 2, -24, 0, 98, 14
COc1ccccc1CNC(=O)c1ccc(N(C)S(=O)(=O)c2ccc(C)cc2)cc1
→ 3, 96, -0.1, 0, -2, -28, -1, 93, 0
CN1C(=O)SC(Nc2cccc3ccccc23)C1=O (centres undefined)
→ 2, 102, -0.7, -1, 1, -2, -3, 99, 23
CC(C)c1ccc(NC(=O)CCN2C(=O)[C@@H]3Cc4ccccc4CN3C2=O)cc1
→ -13, 100, 1.5, 5, -3, -34, 0, 101, -13
COc1ccc(-c2cc(C)nc(SCC(=O)c3cccc([N+](=O)[O-])c3)n2)cc1
→ 9, 100, 0.9, 11, -1, -5, -2, 97, -22

Screening results: PubChem, several laboratories
